Compound activity deposited in PubChem BioAssay by Broad Institute.
RAD52 inh: RAD52 (human) annealing inhibition. P43351. recombinant RAD52 DNA annealing, FRET fluorescence. inhibition, % at 18.7 µM. actives 0.46% (n = 360,000). AID 651710;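 active = every replicate showing at least 50% inhibition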
XiGFP reactiv: X-chromosome reactivation activator; activation, % at 7.58 µM; actives 0.055% (n = 360,000); XiGFP mouse fibroblasts, % GFP-positive cells imaging, 3 d; cells co-treated with 5-aza-dC sensitizer; scaled so ellipticine positive control = 100%;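 active = mean normalized replicate activation at least 10% and every replicate at or above 10%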;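 also: 0% = median of on-plate neutral control wells and 100% = ellipticine 6 µM median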
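System: SV40-immortalized XiGFP fibroblast cells, line 68-5-11 / Incubation: 3-day compound exposure, then 15 min fixation at room temperature / Compound: single concentration per compound, delivered by pin transfer / Buffer or medium: DMEM plus 5-aza-dC sensitizer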
RAD54 branch: blocks human RAD54 Holliday junction branch migration. Q92698. FAM/BHQ fluorescence. inhibition, % at 10.4 µM. actives 0.14% (n = 360,000). AID 602329;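 active = mean normalized replicate activity at least 40 and at least half of replicates scoring 40 or more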;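 also: 0% = median of neutral control wells and 100% = median of positive control wells; inhibitors cause a drop in the FAM fluorescence signal; in these data hits start at about 50%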
Target sequence (Q92698 whole entry, looked up): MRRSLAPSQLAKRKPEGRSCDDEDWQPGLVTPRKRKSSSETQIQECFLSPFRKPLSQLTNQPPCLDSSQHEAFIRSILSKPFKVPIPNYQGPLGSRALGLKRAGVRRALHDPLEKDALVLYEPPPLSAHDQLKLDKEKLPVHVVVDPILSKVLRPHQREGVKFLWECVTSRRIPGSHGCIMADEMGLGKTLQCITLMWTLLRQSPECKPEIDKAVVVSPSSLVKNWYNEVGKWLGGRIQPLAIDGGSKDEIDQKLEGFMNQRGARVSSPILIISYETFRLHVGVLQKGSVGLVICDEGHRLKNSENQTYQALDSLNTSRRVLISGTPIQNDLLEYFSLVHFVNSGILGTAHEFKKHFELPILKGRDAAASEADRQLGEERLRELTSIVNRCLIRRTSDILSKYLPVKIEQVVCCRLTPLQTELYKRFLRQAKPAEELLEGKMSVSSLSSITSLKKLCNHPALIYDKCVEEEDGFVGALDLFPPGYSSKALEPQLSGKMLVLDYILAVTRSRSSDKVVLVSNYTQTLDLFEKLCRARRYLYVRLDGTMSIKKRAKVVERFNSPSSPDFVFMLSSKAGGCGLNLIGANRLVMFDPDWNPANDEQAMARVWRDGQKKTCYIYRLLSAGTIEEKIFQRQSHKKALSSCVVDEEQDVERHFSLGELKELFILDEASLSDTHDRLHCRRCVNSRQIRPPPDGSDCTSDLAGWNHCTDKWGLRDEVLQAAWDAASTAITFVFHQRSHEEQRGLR
ERAP1 inh: blocks human ERAP1 aminopeptidase activity; Q9NZ08; recombinant ERAP1, Leu-AMC fluorescence, 60 min; inhibition, % at 10.7 µM; actives 0.15% (n = 340,000);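 active = mean replicate inhibition of at least 30%, or all replicates individually reaching that 30% level; inactive = mean below 30% and not every replicate reaching it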;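 also: 0% = neutral control wells and 100% = L-leucinethiol positive control wells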
ARNT-TACC3 inh: ARNT/TACC3 interaction disruption; AID 623870; AlphaScreen His-ARNT PAS-B/GST-TACC3 binding, luminescence; TACC3 fragment carries E629A point mutation; Q9Y6A5; inhibition, % at 9.99 µM; actives 0.66% (n = 390,000);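 active = mean inhibition of replicates at least 50% and at least half of replicates each reaching 50%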;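 also: 0% = complete ARNT plus TACC3 wells and 100% = ARNT alone without TACC3; many hits fall short of the cut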
esBAF inh: SWI/SNF esBAF complex inhibition. mouse ES cells, Bmi1-luciferase knock-in reporter, 24 h; 100% = twice the neutral-well signal. reporter increase, % at 12.5 µM. actives 2% (n = 350,000). AID 602393; in the data active = activation above about 40%;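 also: 0% = median of the plate's neutral control wells and 100% = double that signal; a rise in the Bmi1 reporter signal indicates esBAF inhibition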
GSIS activator: primary screen for activators of insulin secretion dependent on glucose, INS-1E cells, GLuc reporter luminescence; INS-1E GLuc reporter insulin secretion, 2-3 h; activation, % at 16.6 µM; actives 0.61% (n = 370,000);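 active = lowest replicate activation of at least 40%, so every replicate reaches that level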;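 also: 0% = median of neutral control wells and 100% = median of IBMX positive control wells; some compounds called inactive have numbers as strong as hits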
CFTR F508del cor: CFTR F508del correction in bronchial cells. actives 0.36% (n = 350,000). CFBE cells, YFP halide quenching; stimulated with forskolin plus potentiator P3; % fluorescence drop versus neutral controls. activity (quench increase), % at 7.58 µM;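 active = mean added fluorescence quench of at least 8% versus neutral control, with both replicates also reaching 8%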;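 also: cells transiently co-express mutant CFTR-F508del with the halide-sensitive YFP; corrector assay measuring rescue of mutant channel to the surface after 24 h compound exposure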
* = called active by the depositor; . = not tested or not shown; & = joins results of further samples; ! = not active in a repeat. Not a hit list, and some 3.3% of all compounds hit somewhere here.

SMILES | RAD52 inh | XiGFP reactiv | RAD54 branch | ERAP1 inh | ARNT-TACC3 inh | esBAF inh | GSIS activator | CFTR F508del cor
CCOC(=O)N1CCN(c2nc(N(c3ccccc3)c3ccccc3)nc(-n3ccnc3)n2)CC1 | -5 | 0.2 | . | 2 | . | . | 5 | -1.2
CCOC(=O)C1CSCCS(=O)(=O)N1Cc1ccc(Br)cc1 (stereo not given) | -18 | -0.1 | . | -1 | . | . | -28 | -0.3
C[C@H](CO)N1C[C@H](C)[C@@H](CN(C)Cc2ccc(F)cc2)Oc2cc(C#CC3CC3)ccc2S1(=O)=O | -14 | 0.0 | -13 | 1 | 11 | -1 | -7 | -2.5
Cc1cc(CN(C)C(=O)c2ccc(OC3CCN(S(=O)(=O)N(C)C)CC3)cc2)n[nH]1 | -7 | 0.0 | 4 | -1 | -7 | 4 | 4 | -3.3
O=C(Nc1ccc(Oc2ccsc2C(=O)O)cc1)c1ccccc1F | -3 | 0.1 | 0 | -8 | -24 | 17 | 14 | -0.4
CC(=O)c1ccc(NC(=O)N2CCN(c3ccc(C)cc3)C(C)C2)cc1 (stereo not given) | 0 | 0.1 | . | 0 | 4 | . | -18 | 2.6
CC1=C(C(=O)Nc2ccccc2)C(c2cc(CN3CCOCC3)cs2)C2=C(CCCC2=O)N1 (stereo not given) | -5 | 0.0 | . | -2 | 6 | . | -2 | -1.2
Cc1cc2c(c(=O)o1)[C@@]1(C(=O)N(C)c3ccccc31)C1=C(CCCC1=O)O2 | -19 | 0.4 | . | -5 | . | . | . | 1.5
Cc1ccc(-c2nc3ccccc3[nH]2)cn1 | -5 | 0.0 | -2 | -1 | 18 | 63* | 1 | -1.8
C[C@@H]1CN([C@H](C)CO)C(=O)c2cc(NC(=O)Cc3ccccc3)ccc2O[C@@H](C)CCCCO[C@@H]1CN(C)S(=O)(=O)c1ccccc1 | -32 | 0.0 | 7 | -1 | -6 | 2 | -6 | -1.1

Arranged by value in ARNT-TACC3 inh (high to low): 3 of the compounds above
structure,ARNT-TACC3 inh
Cc1ccc(-c2nc3ccccc3[nH]2)cn1,18
C[C@H](CO)N1C[C@H](C)[C@@H](CN(C)Cc2ccc(F)cc2)Oc2cc(C#CC3CC3)ccc2S1(=O)=O,11
C[C@@H]1CN([C@H](C)CO)C(=O)c2cc(NC(=O)Cc3ccccc3)ccc2O[C@@H](C)CCCCO[C@@H]1CN(C)S(=O)(=O)c1ccccc1,-6

(cont.)
SMILES | RAD52 inh | XiGFP reactiv | RAD54 branch | ERAP1 inh | ARNT-TACC3 inh | esBAF inh | GSIS activator | CFTR F508del cor
CCOc1ccc(CNC(=O)CS(=O)(=O)Cc2nc(-c3ccc(OC)cc3)oc2C)cc1 | -12 | 0.1 | 2 | 6 | -3 | 3 | -12 | -0.7
COc1ccccc1N(CCC#N)C(=S)Nc1ccc(S(=O)(=O)N2CCOCC2)cc1 | -33 | 0.4 | 1 | -1 | 0 | -5 | 8 | -1.3
COc1cc(CCC(=O)OCC(=O)Nc2c(F)cccc2F)cc(OC)c1OC | -5 | 0.1 | 4 | -3 | -2 | -5 | 10 | -1.6
O=C(OC1CO[C@H]2O[C@@H]1[C@H](OC(=O)c1ccccc1)[C@H]2OC(=O)c1ccccc1)c1ccccc1 (stereo not given in full) | 2 | 0.1 | 4 | 2 | . | -12 | . | 2.6
Cc1c(Cc2ccccc2)c(=O)oc2cc(O)cc(O)c12 | -19 | 0.0 | . | -27 | -4 | . | -18 | 1.0
COc1ccccc1S(=O)(=O)N(C)C[C@H]1OCc2cnnn2CCCC(=O)N([C@H](C)CO)C[C@H]1C | -1&3 | -0.1&-0.1 | -9&0 | 1&2 | -7 | 9&-2&1 | -11&-5 | -2.2&-0.7&3.4
O=C(/C=C1\SC(=O)NC1=O)Nc1ccc(C(=O)O)cc1 | -9 | -0.2 | . | -3 | -3 | . | -4 | -2.5
O=C(NC[C@@H]1[C@H](c2ccccc2)[C@H](CO)N1Cc1ccccn1)C1CC1 | -24 | 0.3 | 1 | -3 | 46* | 0 | 12 | 6.4
O=C(NCC[C@@H]1CC[C@H](NC(=O)Nc2cc(F)ccc2F)[C@H](CO)O1)Nc1ccc(Cl)cc1 | 4 | -0.2&-0.2 | 9 | -5 | 5 | 38 | -29&-21 | -1.8
COc1ccc(C(C(=O)NCC2CCCO2)N(C(=O)CNC(=O)c2ccco2)c2cc(C)cc(C)c2)cc1OC (stereo not given) | 0 | 0.0 | 2 | -1 | 3 | -4 | -8 | -1.4
Cc1ccc(C(=O)NC2CC(C)(C)NC(C)(C)C2)c(C)c1 | . | . | -3 | . | -3 | -3 | 33 | .
Cc1cc(NC(=O)CN2CCN(c3ncccn3)CC2)no1 | -14 | . | 5 | -1 | -6 | -2 | -11 | -1.3
COc1ccc(N2CCN(CC(O)COc3ccc(F)cc3)CC2)cc1 (stereo not given) | -4 | -0.1 | 2 | -1 | -5 | 0 | -6 | 1.0
Cc1noc(C)c1NC(=O)N(C)C[C@H]1OCCCC[C@@H](C)Oc2ccc(NC(=O)Nc3ccc(F)cc3)cc2C(=O)N([C@@H](C)CO)C[C@H]1C | -5&11 | 0.7&-0.1 | -5&-1 | -3&3 | -5 | -1&3 | -4&-11 | 1.5&-0.1
Cc1cc(/C=c2/sc3nc4ccccc4n3c2=O)c(C)n1-c1ccccn1 | . | . | -3 | . | 5 | -79 | -24 | .
CS(=O)(=O)Nc1ccc2c(c1)[C@@H]1C[C@@H](CC(=O)NCc3ccc(Cl)cc3)O[C@@H](CO)[C@@H]1O2 | 8 | -0.1 | 10 | 2 | -1 | -1 | -3 | 1.4
O=C(CSc1ccc(-c2ccco2)nn1)NC1CCCCC1 | 0 | 0.2 | . | 0 | 2 | . | 1 | 0.3
COc1cc(/C=N/Nc2ccc(C(=O)O)cc2)cc(OC)c1OC | -10 | -0.1 | . | 11 | -11 | 56* | -7 | -4.9
COc1ccc(NS(=O)(=O)c2cccc(C(=O)NCC(c3ccc(OC)cc3)N3CCOCC3)c2)cc1 (stereo not given) | -21 | 0.0 | -11 | 1 | -1 | 1 | -33 | -2.7
CCNC(=O)C[C@@H]1CC[C@@H]2[C@H](COC[C@H](O)CN2C(=O)Nc2ccc(C(F)(F)F)cc2)O1 | -5 | 0.3 | 1 | 0 | -4 | -1 | -12 | -1.2
C1CCCC(N2CCNCC2)CC1 | . | . | -4 | . | -2 | -7 | 12 | .
CCN(CC(=O)Nc1c(F)cccc1F)C(=O)c1ccc(=O)[nH]c1 | 2 | 0.2 | -21 | -5 | -4 | . | -14 | -0.6
COc1cccc(S(=O)(=O)N2C[C@@H](O)COC[C@H]3O[C@H](CC(=O)NCCCN4CCOCC4)CC[C@@H]32)c1 | -1 | 0.0 | 8 | 1 | -5 | -3 | 12 | 3.7
COc1ccc(Br)cc1C=NNS(=O)(=O)c1ccc(C)cc1 | 2 | 0.0 | 9 | -1 | . | -5 | 7 | 5.3
CCOc1ccc(N(CC(=O)N2CCN(C(=O)CN(c3ccc(OCC)cc3)S(C)(=O)=O)CC2)S(C)(=O)=O)cc1 | -1 | -0.1 | 0 | -4 | -4 | 7 | . | .
C[C@@H]1CN([C@@H](C)CO)C(=O)c2cc(C3=CCCCC3)cnc2O[C@H]1CN(C)C(=O)c1ccccc1 | -1 | -1.1 | 6 | 1 | -7 | 3 | -12 | 0.5
Cc1cccc(C(CC(=O)N2CCCCC2)c2ccccc2)c1O (stereo not given) | -47 | 0.0 | 1 | -5 | 9 | -13 | -1 | -0.2
CCN(CC)c1nc(-c2ccccc2)ncc1S(=O)(=O)c1ccc(C)cc1 | -4 | 0.0 | . | -3 | -1 | . | 4 | 2.9
c1ccc(-c2ncc3c(ccc4ccccc43)n2)cc1 | . | 0.0 | -10 | . | 9 | . | 33 | .
COc1cccc(CN2C[C@@H]3N[C@H](C2)C3c2ccc(-c3ccccc3F)cc2)c1 (stereo not given in full) | 64*! | 0.1&0.0 | . | -3&-4 | . | . | 9&-20 | -2.6&0.2

Limited to GSIS activator, CFTR F508del cor and esBAF inh, for some of the entries so far:
canonical_smiles	GSIS activator	CFTR F508del cor	esBAF inh
CCN(CC)c1nc(-c2ccccc2)ncc1S(=O)(=O)c1ccc(C)cc1	4	2.9	.
c1ccc(-c2ncc3c(ccc4ccccc43)n2)cc1	33	.	.

(listing goes on)
SMILES | RAD52 inh | XiGFP reactiv | RAD54 branch | ERAP1 inh | ARNT-TACC3 inh | esBAF inh | GSIS activator | CFTR F508del cor
CCOc1ccccc1CNS(=O)(=O)c1cc(-c2cc(C)no2)ccc1OC | -6 | 0.3 | 0 | -7 | 8 | -2 | 1 | 6.6
C/C=C/c1ccc2c(c1)O[C@H](CN(C)C(=O)Nc1ccc(F)cc1)[C@@H](C)CN([C@@H](C)CO)S2(=O)=O | 1 | -0.6 | 2 | -6 | 5 | 0 | -35 | 7.8
CCOC(=O)c1sc(=S)n(-c2ccccc2Cl)c1C | -26 | 0.2 | 5 | . | -9 | -3 | . | -1.4
CC(=O)N1[C@H](CNC(=O)CN2CCOCC2)[C@@H](c2ccccc2)[C@@H]1CO | . | 0.1 | 0 | . | 3 | 0 | 4 | 0.0
CC=Cc1ccc2n(c1=O)C[C@H]1[C@H](CO)[C@@H](C(=O)NCc3ccccc3F)N(S(C)(=O)=O)[C@@H]21 (mixture of isomers) | 0 | 0.4 | 2 | 0 | -1 | 1 | 11 | 1.5
COc1ccc(OC)c(CN(CCN2CCOCC2)S(=O)(=O)c2ccc(NC(C)=O)cc2)c1 | -5 | 3.6 | 6 | 6 | -1 | -6 | -6 | 0.0
O=C(NCC[C@H]1CC[C@@H](NS(=O)(=O)Cc2ccccc2)[C@@H](CO)O1)C1CCCCC1 | -9 | 0.5 | -3 | -5 | 4 | -3 | -6 | -1.4
O=C(COc1cccc(F)c1)NNC(=O)c1cccc(-n2cccc2)c1 | -25 | 0.0 | . | 2 | 1 | 1 | 7 | -1.8
CCN(C(=O)CSc1nc2nc(C)cc(C)n2n1)C1CCS(=O)(=O)C1 (stereo not given) | -2 | 0.0 | 3 | 0 | -5 | 3 | 6 | 1.9
CCOC(=O)c1nc(Nc2ccc(N3CCC(C)CC3)cc2)c2ccccc2n1 | -5 | -0.1 | -7 | -5 | 30 | -13 | . | 1.6
CCOC(=O)CNC(=O)N(CCOC)CC1CCCN(C2Cc3ccccc3C2)C1 (stereo not given) | -14 | 0.2 | -6 | 1 | -8 | -3 | 6 | -0.3
COc1ccc(OCC(O)CN(CCO)CC(O)Cn2ccc3ccccc32)cc1 (stereo not given) | -9 | 0.0 | -1 | 0 | 17 | -1 | -5 | 3.0
O=C(NCc1cccnc1)c1noc2c1CCCCC2 | -11 | . | . | -1 | 1 | . | 45 | 2.1
C[C@@H]1CCCCO[C@@H](CN(C)S(=O)(=O)c2ccc(F)cc2)[C@@H](C)CN([C@H](C)CO)C(=O)c2cc(NC(=O)CCCN(C)C)ccc2O1 | -9 | 0.2 | 1 | 1 | -5 | 1 | 12 | -3.1
OCCCn1c(CCNc2nc(-c3ccc(F)cc3)cs2)nc2cc(C(F)(F)F)ccc21 | -15 | -0.1 | 6 | 1 | 0 | 16 | -31 | -1.6
O=C1C=CC(n2cc(F)c(=O)[nH]c2=O)O1 (stereo not given) | -4 | 0.2 | 1 | 0 | . | . | -10 | -3.7
CC1CC(C)CN(S(=O)(=O)c2ccc(C(=O)Nc3nnc(C4CC4)o3)cc2)C1 (stereo not given) | -27 | -0.1 | -4 | -1 | 7 | 2 | 1 | -0.6
COCCNS(=O)(=O)c1ccc(-c2ccc(C)cc2)cc1 | -1 | . | 4 | 6 | -7 | 2 | -8 | -2.4
CCN(C(=O)CSc1nnc(-c2ccc(F)cc2)n1C)C1CCS(=O)(=O)C1 (stereo not given) | -13 | 0.0 | 7 | 3 | 9 | -1 | . | -5.1
